# Bioassay records from PubChem BioAssay.
# TROY signal inh – blocks TROY-dependent signaling in reporter cells. actives 0.98% (n = 360,000). Q293 LMP1-TROYcd NF-kB luciferase reporter, 4 h. inhibition, % at 10 µM;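 active means compounds whose plate-normalised and pattern-corrected inhibition of the luciferase reporter signal at the single screening dose is 50% or more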
# NR2F2 inh – blocks human COUP-TFII nuclear receptor; P24468; HEK293T NGFI-A luciferase reporter, luminescence; inhibition, % at 8.6 µM; actives 0.7% (n = 370,000); AID 686940;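 active means inhibition above a per-plate cutoff, mean inhibition of test wells between control levels plus 3 SD, cut at about 38% in these data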;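 further: cells cotransfected with COUP-TFII expression vector driving the NGFI-A reporter; 0% = median of COUP-TF2 test wells and 100% = reporter-only cells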
# Target sequence (P24468 whole entry, looked up): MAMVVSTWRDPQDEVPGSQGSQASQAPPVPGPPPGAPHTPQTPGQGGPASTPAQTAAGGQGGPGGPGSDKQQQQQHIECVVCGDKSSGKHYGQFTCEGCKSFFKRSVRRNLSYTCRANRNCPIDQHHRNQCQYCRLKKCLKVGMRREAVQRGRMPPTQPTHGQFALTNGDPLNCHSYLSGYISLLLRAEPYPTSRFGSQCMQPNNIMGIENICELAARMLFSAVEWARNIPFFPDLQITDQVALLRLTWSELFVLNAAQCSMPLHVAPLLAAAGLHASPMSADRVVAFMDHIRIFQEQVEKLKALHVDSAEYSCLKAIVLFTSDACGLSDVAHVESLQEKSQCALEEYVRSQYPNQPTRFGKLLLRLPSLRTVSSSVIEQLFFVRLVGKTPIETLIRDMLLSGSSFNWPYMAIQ
# TRAIL sens C8 – caspase-8 TRAIL sensitization | NB7+C8 cells + TRAIL, ATPlite viability luminescence | inhibition (viability loss, TRAIL sensitization), % at 10 µM | actives 1% (n = 360,000);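 active means compounds causing at least 50% loss of cell viability in the single-dose screen, relative to plate controls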
# TLR9-MyD88 inh – TLR9-MyD88 interaction inhibition; Q9NR96+Q99836; actives 0.21% (n = 340,000); CHO BLA complementation TLR9-MyD88, CCF4 FRET ratio; inhibition, % at 4.98 µM;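 active means inhibition above the mean over all tested compounds plus 3 SD, cut at about 21% in these data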;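 further: 0% = DMSO only wells and 100% = clavulanate BLA inhibitor control wells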
# SRC3 inh – inhibitors of human steroid receptor coactivator 3 (SRC3); Q9Y6Q9; HEK293 GAL4-SRC3 luciferase reporter, luminescence; inhibition, % at 3.6 µM; actives 0.17% (n = 360,000); AID 588352;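 active means inhibition above a per-campaign cutoff, the mean of all compounds plus 3 SD, cut at about 60% in these data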;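 further: 0% = DMSO-treated cells and 100% = gossypol-treated cells at 36 µM; higher means less SRC3-driven luciferase light from the GAL4 reporter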
# NCOA2 inhibitor – human SRC2 (NCOA2) inhibition; actives 0.17% (n = 370,000); AID 651957; HEK293 GAL4-SRC2 luciferase reporter, luminescence; inhibition, % at 9 µM; Q15596;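 active means inhibition above the mean inhibition of all tested compounds plus 3 SD, set per campaign, cut at about 52% in these data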;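 further: 0% = DMSO treated cells and 100% = cells given Gossypol at 36 µM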
# NR5A2 inv ag – inverse agonists of human LRH-1 (NR5A2); O00482; HEK293T StAR-luciferase reporter, LRH-1 transfected, 24 h; inhibition, % at 3.6 µM; actives 0.13% (n = 360,000); AID 602396;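 active means inhibition above the mean inhibition of all tested compounds plus 3 SD, cut at about 73% in these data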;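 further: 0% = DMSO wells and 100% = reporter-only cells lacking LRH-1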
# SRC1 inh – human NCOA1 inhibition; Q15788; HEK293 GAL4-SRC1 luciferase reporter, luminescence; inhibition, % at 3.6 µM; actives 0.12% (n = 360,000); AID 588354;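 active means inhibition above the campaign mean plus 3 SD, with each screening campaign given its own cutoff, cut at about 60% in these data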;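 further: 0% = DMSO treated cells and 100% = gossypol at 36 µM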
# EBV LMP1 NFkB – inhibitors of Epstein-Barr LMP1-induced NF-kappaB reporter; LMP1-induced NF-kappaB luciferase reporter cells, luminescence; inhibition, % at 12.5 µM; actives 0.69% (n = 350,000); in the data active means inhibition above about 41%; inconclusive means no clear call, values can overlap the other calls;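 further: 0% = neutral control wells and 100% = reference inhibitor control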
# NOD2-RIPK2 inh – NOD2-RIPK2 protein interaction inhibition. O43353. CHO BLA complementation NOD2-RIPK2, CCF4 ratio. inhibition, % at 4.98 µM. actives 0.38% (n = 360,000); in the data active means inhibition above about 21%;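 further: 0% = vehicle only and 100% = reference blocker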
# Target sequence (O43353 whole entry, looked up): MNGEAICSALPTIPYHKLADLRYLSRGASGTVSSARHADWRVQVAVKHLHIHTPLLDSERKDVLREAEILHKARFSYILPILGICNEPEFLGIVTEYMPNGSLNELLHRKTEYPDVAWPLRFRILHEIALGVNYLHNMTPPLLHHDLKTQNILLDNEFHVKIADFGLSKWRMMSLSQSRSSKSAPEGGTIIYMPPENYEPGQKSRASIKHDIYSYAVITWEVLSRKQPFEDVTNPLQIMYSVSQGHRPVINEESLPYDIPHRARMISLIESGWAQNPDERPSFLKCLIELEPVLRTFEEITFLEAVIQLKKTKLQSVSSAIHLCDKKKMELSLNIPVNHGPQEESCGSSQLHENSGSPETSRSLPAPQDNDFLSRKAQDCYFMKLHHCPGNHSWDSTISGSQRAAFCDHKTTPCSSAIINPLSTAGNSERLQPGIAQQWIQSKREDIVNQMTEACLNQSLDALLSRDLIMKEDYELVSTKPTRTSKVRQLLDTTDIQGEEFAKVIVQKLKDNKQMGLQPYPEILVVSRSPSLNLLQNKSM
# Vif inh – inhibitors of HIV Vif; HEK293T cells, Vif self-association by quenched fluorescence, imaging, 24 h; actives 0.35% (n = 340,000); inhibition, % at 7.49 µM; in the data active means inhibition above about 50%, passing the limit was not always enough; inconclusive means no clear call, values can overlap the other calls; inactive means below about 31%; further: some results filed as inactive read as strong as hits
# Numbers without * were called inactive; ? = inconclusive; / = no result given. These rows are one share of the data; count on the stated rates, not on these rows.
SMILES,TROY signal inh,NR2F2 inh,TRAIL sens C8,TLR9-MyD88 inh,SRC3 inh,NCOA2 inhibitor,NR5A2 inv ag,SRC1 inh,EBV LMP1 NFkB,NOD2-RIPK2 inh,Vif inh
O=c1c(-c2ccco2)[n+]([O-])c2ccccc2n1OCc1c(F)cccc1F,-23,9,-5,9,18,-19,4,-26,-27,2,-1
Cc1cccc2nc3c(nc12)CCCC3,-7,8,-9,5,2,-16,-11,-23,4,6,-3
COc1ccc(S(=O)(=O)N2CCCC(C(=O)NCC3CCCO3)C2)cc1C (centres undefined),-7,15,-20,-10,14,-13,-17,-8,-1,-3,-3
Cc1c(C=O)n(C)n(-c2ccccc2)c1=O,15,10,-7,2,14,39,-17,4,2,1,11
CCC(=O)N1CCC1(C)C(=O)Nc1cc(OC)ccc1OC (centres undefined),-6,7,6,/,-22,5,-45,-6,/,2,17
CCc1nc(SCC(=O)NCCc2ccc(OC)c(OC)c2)c2c(=O)n(C)c(=O)n(C)c2n1,4,4,-3,-1,10,-5,5,14,-3,0,/
O=c1ccc(-c2ccc(S(=O)(=O)N3CCN(c4ccccc4)CC3)o2)n[nH]1,-7,-7,-6,7,19,-15,-7,0,-7,-4,10
N#Cc1nc(COc2ccccc2)oc1NCCN1CCOCC1,-11,0,-3,-4,9,3,18,-21,-4,-6,18
CCN(CC)c1ccc2c(C)c(-c3ccc(N)cc3)c(=O)oc2c1,-63,1,21,12,-110,-9,-45,-46,-25,27*,10
COc1ccc(-n2ncc3c2CC(C)(C)CC3NC(=O)Cc2nonc2C)cc1 (centres undefined),0,-13,1,7,12,-6,-7,-10,0,-4,6
Cc1ccc(C(O)c2ncc(-c3cccc(C(F)(F)F)c3)[nH]2)cc1 (centres undefined),6,-5,9,/,-10,11,17,2,/,-2,2
CC(C)Nc1nc2cccnc2s1,6,-28,-2,0,11,-16,-20,-38,-3,-7,-15
Cc1cc(C)n(CC(C)NCc2cn[nH]c2-c2cccc3ccccc23)n1 (centres undefined),9,3,-6,-6,7,8,-5,10,-3,3,-2
COc1ccc(-c2nc(CS(=O)(=O)CC(=O)NCc3ccc4c(c3)OCO4)c(C)o2)cc1,0,-8,-4,2,-10,-7,13,-12,4,-11,7
CCCOCCOC(=O)C1=C(C)NC(=O)NC1c1cc(Cl)c(O)c(OC)c1 (centres undefined),-11,5,13,2,-15,-11,23,-6,-16,-14,15
Clc1ccccc1NN(Cc1ccccn1)c1ccccc1Cl,2,8,-13,-1,-8,2,0,-1,-40,-1,12
CCOC(=O)C1(CCCc2ccccc2)CCN(Cc2cnc(C)s2)CC1,1,28,14,0,18,17,7,11,3,-2,-14
O=C(Nc1ccc(Cl)c(C(F)(F)F)c1)c1ccco1,-14,-4,-2,-5,-3,-53,-17,-10,0,-7,-11
COCCn1c(SC(C)C(=O)Nc2ccc(Cl)cn2)nnc1-c1ccncc1 (centres undefined),-1,18,-6,0,12,1,12,19,1,-11,8
COc1ccc(CNC(=O)c2ccc(Cl)c(S(=O)(=O)N3CCCCCC3)c2)cc1,14,13,11,0,-2,5,2,-7,-1,-5,-12
Cc1ccc(S(=O)(=O)N2[C@@H](c3cccc(C)c3)C(C(=O)O)=C[C@H]2C(C)(C)C)cc1,4,0,-14,-14,5,-13,4,4,4,-8,/
CCOC(=O)C(C)/C(C)=N\Nc1ccc([N+](=O)[O-])cc1[N+](=O)[O-] (centres undefined),9,17,5,-12,3,18,-4,-41,4,-3,/
CN(CCO)c1ccc2c(c1)OC[C@H](Cc1ccccc1)NS2(=O)=O,-11,19,9,/,/,-5,14,/,/,-2,/
C#CC(C)(C)NC(=O)c1sccc1Oc1ccc(F)cc1[N+](=O)[O-],21,6,-7,-3,3,4,-5,6,-8,-3,11
CCOC(=O)CCCCC1C(CCCC(=O)OCC)C=NN1C (centres undefined),9,11,5,-18,35,5,7,-11,0,-6,1
# Continuation:
SMILES,TROY signal inh,NR2F2 inh,TRAIL sens C8,TLR9-MyD88 inh,SRC3 inh,NCOA2 inhibitor,NR5A2 inv ag,SRC1 inh,EBV LMP1 NFkB,NOD2-RIPK2 inh,Vif inh
Cc1c(Cl)cccc1NC(=S)N1CCc2ccccc2C1,-22,26,1,-1,3,5,5,7,3,-8,/
C[C@H](NC(=O)[C@H]1N2C(=O)c3ccccc3C2SC1(C)C)C(=O)N1CCC[C@H]1CO (some centres undefined),2,6,-9,-1,-5,14,-25,-7,8,-1,3
CC(C)(C)CC(=O)Nc1nnc(C(F)(F)F)s1,15,4,8,0,18,-12,19,4,-14,0,-11
COc1cc(C(=O)NCCC(=O)NCc2cccs2)cc(OC)c1OC,-10,-2,7,-9,9,19,8,-7,0,0,0
O=C(NCCN1CCCCC1)c1cc(OCC(F)(F)F)ccc1OCC(F)(F)F,10,-2,-13,6,13,-3,3,2,6,9,36
COc1ccc(CCNC(=O)C2CC(=O)N(c3ccc(F)cc3)C2)cc1OC (centres undefined),-4,18,4,10,13,6,3,-4,-2,-8,4
Cc1ccc(NC(=O)C2(C)CCN2C2Cc3ccccc3C2)cc1 (centres undefined),15,4,14,/,11,-7,16,-26,/,-3,-3
CCOC(=O)NC(=O)c1cn(-c2ccc(OC)cc2)c(=O)[nH]c1=O,-4,-6,-12,1,11,-35,3,-5,-7,-11,-14
CC1(C(=O)NCCc2c[nH]c3ccccc23)CCN1Cc1csc2ccccc12 (centres undefined),2,2,6,/,7,9,-21,-3,/,-16,/
CCCS(=O)(=O)N1CCCC(C(=O)c2cccc(Cl)c2)C1 (centres undefined),0,-10,-1,8,15,-6,-7,9,7,3,4
O=S(=O)(CCc1ccncc1)c1ccc(Cl)cc1,2,8,2,5,8,-53,10,-7,-2,6,31
CC(=O)Nc1ccc(S(=O)(=O)N[C@@H](C)C(=O)Nc2ccc(N3CCOCC3)cc2)cc1,12,2,-19,-1,9,-29,-4,1,-5,-22,/
Cc1ccc(C(C)C)c(OCC(O)CN2CCN(CCO)CC2)c1 (centres undefined),/,-2,-6,-4,-18,-18,6,0,-10,-5,2
O=C(COC(=O)c1cc[n+]([O-])cc1)Nc1cccc(Cl)c1Cl,-12,32,4,-11,9,-7,10,-6,1,4,-4
O=C(CCC1CCCCC1)Nc1ccc(S(=O)(=O)Nc2nccs2)cc1,10,1,11,-10,8,-21,-12,-15,-16,-4,?
Cc1ccc(C(=O)CCC(=O)OCC(=O)N2c3ccccc3NC(=O)C2(C)C)cc1,9,7,-5,0,3,14,7,-9,-4,1,21
C[C@H](NC(=O)NCc1ccc(F)cc1)C(=O)O,4,-7,-3,-13,19,11,-1,4,-3,-9,6
[N-]=[N+]=CC(=O)C(c1ccccc1)(c1ccccc1)c1ccccc1,-1,-13,-9,-7,25,2,1,13,-9,5,19
CCOc1ccc(NC(=S)NC(=O)/C=C/c2ccc(Br)cc2)c([N+](=O)[O-])c1,-12,17,30,0,8,-20,0,1,-4,7,4
CC(=O)NC1C(=O)N=C(SCc2ccccc2)NC1=O (centres undefined),-19,0,-11,6,7,-14,-6,-10,3,-8,18
O=C(Nc1ccccc1F)c1ccc(Br)o1,-61,13,-21,-6,-18,-24,-57,-27,3,5,10
COc1cc(OC)c(OC)cc1/C=N/NC(=O)c1ccc2nc[nH]c2c1,-46,14,-5,1,10,-3,-9,13,11,-5,-8
Cc1ccccc1OCC(=O)NCCNC(=O)c1ccncc1,-6,11,-1,-6,6,-22,-3,-14,0,-8,12
CN(CC(=O)Nc1ccccc1F)CC(=O)Nc1ccccc1Br,-1,22,-5,1,6,7,-4,-3,2,-6,-2
Cn1c(CO)cnc1SCC(=O)c1ccc(F)cc1,-33,-18,-7,9,-21,-39,-27,-27,-9,-5,6
# (further entries)
SMILES,TROY signal inh,NR2F2 inh,TRAIL sens C8,TLR9-MyD88 inh,SRC3 inh,NCOA2 inhibitor,NR5A2 inv ag,SRC1 inh,EBV LMP1 NFkB,NOD2-RIPK2 inh,Vif inh
Cc1ccc(-c2cc(C(F)(F)F)n3nc(C(=O)NCCCn4ccnc4)cc3n2)cc1C,-2,11,5,1,9,-3,0,6,0,4,5
CCOC(=O)CSC1=C(C#N)C(c2sccc2C)C(C(C)=O)=C(C)N1 (centres undefined),17,15,11,-5,4,-11,-13,23,-6,-8,-1
CCOc1cc(C2Nc3ccccc3NC3=C2C(=O)CC(C)(C)C3)ccc1O (centres undefined),7,-2,-10,6,7,-1,3,2,-4,-42,-1
Fc1ccccc1NC(=S)N1CCN(c2ccccn2)CC1,-22,-6,9,0,-3,-8,-23,-4,-4,2,-3
Cc1ccccc1NC(=O)C(NC1CCCCC1)C(C)C (centres undefined),1,7,-7,-9,26,-16,13,3,-7,-2,0
CCC(=O)Nc1nnc(SCC(=O)NC2CCCC2)s1,4,5,15,-1,5,-17,0,2,-2,8,-4

# An excerpt from above in order of formula weight, highest first:
SMILES,TROY signal inh,NR2F2 inh,TRAIL sens C8,TLR9-MyD88 inh,SRC3 inh,NCOA2 inhibitor,NR5A2 inv ag,SRC1 inh,EBV LMP1 NFkB,NOD2-RIPK2 inh,Vif inh
CCOc1ccc(NC(=S)NC(=O)/C=C/c2ccc(Br)cc2)c([N+](=O)[O-])c1,-12,17,30,0,8,-20,0,1,-4,7,4
Cc1ccc(-c2cc(C(F)(F)F)n3nc(C(=O)NCCCn4ccnc4)cc3n2)cc1C,-2,11,5,1,9,-3,0,6,0,4,5
CN(CC(=O)Nc1ccccc1F)CC(=O)Nc1ccccc1Br,-1,22,-5,1,6,7,-4,-3,2,-6,-2
CCOc1cc(C2Nc3ccccc3NC3=C2C(=O)CC(C)(C)C3)ccc1O (centres undefined),7,-2,-10,6,7,-1,3,2,-4,-42,-1
CCOC(=O)CSC1=C(C#N)C(c2sccc2C)C(C(C)=O)=C(C)N1 (centres undefined),17,15,11,-5,4,-11,-13,23,-6,-8,-1
Fc1ccccc1NC(=S)N1CCN(c2ccccn2)CC1,-22,-6,9,0,-3,-8,-23,-4,-4,2,-3
Cc1ccccc1OCC(=O)NCCNC(=O)c1ccncc1,-6,11,-1,-6,6,-22,-3,-14,0,-8,12
CC(=O)NC1C(=O)N=C(SCc2ccccc2)NC1=O (centres undefined),-19,0,-11,6,7,-14,-6,-10,3,-8,18
Cc1ccccc1NC(=O)C(NC1CCCCC1)C(C)C (centres undefined),1,7,-7,-9,26,-16,13,3,-7,-2,0
O=C(Nc1ccccc1F)c1ccc(Br)o1,-61,13,-21,-6,-18,-24,-57,-27,3,5,10
